# UCHL1 block: inhibitors of human UCHL1 deubiquitinase; inhibition, % at 20 µM; purified UCHL1, Ub-rhodamine cleavage fluorescence; 47,000 tested, 0.2% active; Ubiquitin carboxyl-terminal hydrolase isozyme L1 (Homo sapiens), P09936
# Target sequence (P09936 whole entry, looked up): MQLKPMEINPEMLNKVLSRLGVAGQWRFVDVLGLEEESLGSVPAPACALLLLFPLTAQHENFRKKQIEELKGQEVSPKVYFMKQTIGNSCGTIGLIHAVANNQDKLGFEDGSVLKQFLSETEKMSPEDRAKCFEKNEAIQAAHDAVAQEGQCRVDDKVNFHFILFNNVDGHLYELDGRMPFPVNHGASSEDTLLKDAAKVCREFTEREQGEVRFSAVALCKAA
# USP8 block: inhibitors of human USP8 deubiquitinase. Ubiquitin carboxyl-terminal hydrolase 8 (Homo sapiens), P40818. purified USP8, Ub-rhodamine cleavage fluorescence, 30 min. inhibition, % at 20 µM. 47,000 tested, 4.2% active
# USP30 block: inhibitors of human USP30 deubiquitinase; AID 1645860, 2021; Ubiquitin carboxyl-terminal hydrolase 30 (Homo sapiens), Q70CQ3; 47,000 tested, 5.3% active; purified USP30, Ub-rhodamine cleavage fluorescence; inhibition, % at 25 µM
# USP17 inh: inhibitors of human USP17 deubiquitinase. purified USP17, Ub-rhodamine cleavage fluorescence, 3 h. inhibition, % at 50 µM. 47,000 tested, 6.5% active. AID 1645855, 2021
# Target sequence (A8MUK1 whole entry, looked up): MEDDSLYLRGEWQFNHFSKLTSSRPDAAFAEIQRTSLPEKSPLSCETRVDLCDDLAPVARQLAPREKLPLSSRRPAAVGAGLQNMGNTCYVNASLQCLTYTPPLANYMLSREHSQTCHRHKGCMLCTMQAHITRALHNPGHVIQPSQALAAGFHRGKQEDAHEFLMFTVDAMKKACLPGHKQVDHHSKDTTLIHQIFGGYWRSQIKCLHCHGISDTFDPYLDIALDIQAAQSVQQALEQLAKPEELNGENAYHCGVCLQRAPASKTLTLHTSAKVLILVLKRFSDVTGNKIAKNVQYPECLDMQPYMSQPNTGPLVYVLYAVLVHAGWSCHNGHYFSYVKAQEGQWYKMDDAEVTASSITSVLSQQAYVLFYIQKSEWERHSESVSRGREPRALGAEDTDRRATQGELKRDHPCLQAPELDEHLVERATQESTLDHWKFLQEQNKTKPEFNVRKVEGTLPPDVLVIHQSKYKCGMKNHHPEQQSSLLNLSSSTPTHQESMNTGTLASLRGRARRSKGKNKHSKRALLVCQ
# OTUD3 block: inhibitors of human OTUD3 deubiquitinase; OTU domain-containing protein 3 (Homo sapiens), Q5T2D3; purified OTUD3, Ub-rhodamine fluorescence, 2 h; inhibition, % at 25 µM; 47,000 tested, 0.7% active; AID 1645858, 2021
# USP10 block: inhibitors of human USP10 deubiquitinase; Ubiquitin carboxyl-terminal hydrolase 10 (Homo sapiens), Q14694; purified USP10, Ub-rhodamine fluorescence, 60 min; inhibition, % at 20 µM; 47,000 tested, 1.1% active; AID 1645856, 2021
# USP7 block: inhibitors of human USP7 deubiquitinase; 47,000 tested, 0.3% active; AID 1645854, 2021; purified USP7, Ub-rhodamine cleavage fluorescence; Ubiquitin carboxyl-terminal hydrolase 7 (Homo sapiens), Q93009; inhibition, % at 20 µM
# USP28 inh: inhibitors of human USP28 deubiquitinase | Ubiquitin carboxyl-terminal hydrolase 28 (Homo sapiens), Q96RU2 | purified USP28, Ub-rhodamine cleavage fluorescence, 30 min | inhibition, % at 25 µM | 47,000 tested, 3% active | AID 1645857, 2021
# * = called active by the depositor; i = inactive; / = not tested or not shown. Rule as the data show it: active = inhibition above about 30%; inactive = the rest. Rows are unselected. Share with any hit: about 13%.
Compound	UCHL1 block	USP8 block	USP30 block	USP17 inh	OTUD3 block	USP10 block	USP7 block	USP28 inh
O=C(Cn1c(=O)n(CC2CCC(C(=O)NC3CCCC3)CC2)c(=O)c2ccccc21)NCc1ccco1 (stereo not given)	10	-15	39*	54*	58*	27	8	50*
COc1ccc2nc(C(=O)N3CCN(c4ccccc4F)CC3)cn2n1	2	7	16	-1	4	2	2	3
COc1cccc(O[C@@H]2C[C@@H](NC(C)=O)[C@H](N3CCCC3)[C@H]2O)c1	-2	-6	-24	-5	-11	-1	-1	-11
c1ccc2c(c1)CCc1ccccc1C2N1CCNCC1	1	3	21	-1	16	3	7	18
Cc1ccc(C(=O)O)cc1NC(=O)C(Sc1cccc(NC(=O)c2ccccc2C)c1)c1ccccc1 (stereo not given)	2	27	78*	92*	49*	37*	-6	55*
Cn1nccc1C(=O)NCCn1nc(-c2ccc(F)cc2)cc1-c1cccnc1	0	14	15	9	12	1	-1	5
CN(C)C(=O)C1CN(C(=O)c2n[nH]c3c2CCCC3)CC12CCOCC2 (stereo not given)	-6	-2	-5	0	0	0	0	-6
NS(=O)(=O)c1ccc(NS(=O)(=O)c2ccc(NC(=O)Nc3ccc(Cl)cc3)cc2)cc1	8	23	49*	41*	20	27	11	75*
Cc1ccc(CSc2nnc(C3CCNCC3)o2)cc1	3	-135	19	-6	12	2	-8	32*
Cc1ccc(NC(=O)c2cccc(-n3cnnn3)c2)cc1	4	6	15	11	8	2	8	6
CCN1CCN(c2ccc(-c3nc(-c4ccc(C)cc4)no3)cn2)CC1	0	-3	2	-1	-1	-1	1	-3
COc1ccc(CC(=O)N2CCCc3c(cnn3C)C2)cc1OC	0	13	-11	0	0	-4	3	-2
Cc1ccccc1[C@H]1C[C@@H](O)[C@@H](O)[C@@H]1NC(=O)c1cncnc1	2	2	-45	-20	-4	0	-5	-3
c1ccc2nc(-c3cn[nH]c3)cnc2c1	1	9	7	4	8	-8	5	9
CCOC(=O)N1CCN(S(=O)(=O)c2ccc(C(=O)Nc3ccc(S(N)(=O)=O)cc3)cc2)CC1	0	9	18	25	-7	4	-1	1
O=C(c1n[nH]c2c1CCCC2)N1CCC(c2ccnc3nc(C(F)(F)F)nn23)CC1	-2	-31	-14	-15	-5	-3	-8	-14
COc1ccccc1C(=O)N1c2ccccc2NC(=O)CC1C (stereo not given)	-2	0	4	4	1	1	3	-1
Cn1c(CN2CCOCC2)nnc1SCc1c(F)cccc1Cl	-2	-2	-3	1	-6	1	-2	-8
COc1ccc([C@H]2C[C@@H](O)[C@@H](O)[C@@H]2NC(=O)c2ccccc2C)cc1	2	11	19	19	3	1	0	6
O=C(c1cncs1)N1C[C@H]2CC(Oc3ccccc3)C[C@H]2C1 (stereo not given in full)	0	-10	-2	/	0	-1	-7	-2
CN(Cc1ccco1)C(=O)CCc1c(-c2ccc(F)cc2)[nH]c2ccc(F)cc12	4	12	16	16	10	12	9	8
CSc1ccc(CN(C)c2nc3ccccc3nc2NS(=O)(=O)c2ccc3c(c2)OCCO3)cc1	0	-27	-465	-63	-74	-3	1	-67
Cc1nc(SCC#N)c2oc3ccccc3c2n1	-1	4	18	60*	-1	0	-2	-1
Cn1c(=O)[nH]c(=O)c2c1nc(N1CCOCC1)n2CCN1CCOCC1	0	1	-19	-10	-5	1	0	-6
CC(C)N1CCC(c2nnc3ccc(C(=O)NCc4cccnc4)cn23)C1 (stereo not given)	0	-71	-3	-5	3	-5	7	5
Cc1cc(Nc2ccc(C(=O)Nc3ccc(F)cc3)cc2)n2nc(-c3cccnc3)nc2n1	-4	10	25	-7	7	-5	-1	10
COc1ccc2c(C)c(CCC(=O)N3CC[C@@]4(O)CCCC[C@H]4C3)c(=O)oc2c1	1	2	15	2	15	2	0	6
O=C(c1ccncc1)N1CCN(S(=O)(=O)c2ccccc2)CC1	-2	5	1	-8	-1	6	1	-2
COc1ccc(CCNCc2ccc(C(=O)O)s2)c(OC)c1	-3	9	8	5	-2	0	-2	-4
Cc1c(C)n(CCN(C)C)c2ncnc(NCc3ccco3)c12	-2	1	-17	-16	-7	-3	0	-3
Cc1ccc(CNC(=O)COC(=O)c2cc(-c3ccccc3Cl)nc3ccccc23)cc1	1	13	-27	13	9	-1	5	26
Cc1nn(C)c(NC(=O)Nc2ccccc2F)c1C1=CCCCC1	6	2	34*	24	6	-1	-5	5
Nc1nc(N2CCN(c3ccc([N+](=O)[O-])cc3)CC2)n[nH]1	1	-69	14	27	7	0	2	7
COc1ccc(C)cc1NS(=O)(=O)c1ccc(NC(=O)CN(c2c(C)cccc2C)S(C)(=O)=O)cc1	5	-9	-17	-7	-8	6	9	-11
CC(C)(C)OC(=O)N1CCC[C@@H]([C@H](O)c2nccs2)C1	2	3	3	13	7	0	3	5
CCc1nc(-c2ccc(C(=O)N3CCC4(CC3)OCCO4)cc2)cs1	1	20	7	17	16	-1	0	9
Cc1cc(C)c2cc(CN(CCc3ccccc3)C(=O)Nc3ccccc3)c(=O)[nH]c2c1	-1	-9	-36	62*	-6	-1	4	-7
COc1ccc(CCNC(=O)Cn2cnc3cc([N+](=O)[O-])ccc3c2=O)cc1	0	-109	-18	/	0	-3	3	-17
Cc1ccc(F)cc1NC(=O)C1Cc2ccccc2CN1C(=O)c1ccco1 (stereo not given)	-7	0	-130	2	-12	-8	-10	-22
O=C(c1noc2ccc(S(=O)(=O)Nc3cccc(F)c3)cc12)N1CCCCC1	4	-3	3	5	7	5	-4	3

# The listing continues.
# Values run as follows: UCHL1 block | USP8 block | USP30 block | USP17 inh | OTUD3 block | USP10 block | USP7 block | USP28 inh
> O=C(c1ccc2c(c1)N(Cc1ccccc1F)C(=O)c1ccccc1S2(=O)=O)N1CCN(C(=O)c2ccco2)CC1
→ 3 | 13 | 29 | 38* | 9 | 3 | 4 | 6
> CN1CC[C@@]2(C(=O)N3CCOCC3)CCN(C(=O)c3ccc(Cl)cc3)CC[C@@H]12
→ -2 | -53 | -3 | -16 | -9 | -1 | -3 | -7
> O=C(O)c1ccccc1C(=O)N1CC=C(c2ccccc2)CC1
→ -3 | -69 | -19 | 1 | 1 | -5 | 2 | 0
> O=C(CCN1C(=O)c2ccccc2S1(=O)=O)Nc1ccc(F)cc1F
→ -1 | -11 | 19 | 8 | 9 | 2 | 1 | 16
> Cn1c(=O)c(N2CCN(C(=O)c3cc(F)ccc3F)CC2)nc2ccccc21
→ 0 | -4 | 3 | -16 | 1 | 0 | -4 | -3
> Cc1ccccc1NC(=O)NC(C)(C(F)(F)F)C(F)(F)F
→ 0 | 1 | 12 | 11 | 4 | 1 | 4 | 3
> O=C(NCCc1c[nH]c2ccccc12)C(=O)Nc1cccc2ncccc12
→ 2 | 14 | -29 | 42* | -1 | -3 | 2 | -5
> COc1cccc(CNC(=O)C(C)N2C(=O)CCn3nc(C)cc32)c1 (stereo not given)
→ 0 | 8 | 8 | 3 | 2 | 2 | 5 | 11
> Cc1ccc(S(=O)(=O)N2CCC3(CC2)NC(=O)c2ccccc2N3)cc1C
→ 3 | 7 | 5 | 58* | -1 | 1 | 5 | 0
> CC(=O)Nc1cccc(NC(=O)/C(=C/c2ccco2)n2nnnc2-c2ccccc2)c1
→ -20 | -48 | -287 | -58 | -52 | -10 | -18 | -66
> CC1CCN(C(CNC(=O)c2ccccc2)c2ccco2)CC1 (stereo not given)
→ -1 | -227 | -40 | -38 | -11 | -4 | -4 | -13
> O=C(COc1ncnc2c(Cl)cc(Cl)cc12)Nc1ccc2c(c1)OCO2
→ -8 | 14 | -131 | -21 | -37 | -3 | 4 | -52
> COc1ccc(Cl)cc1NC(=O)N1CCC2(C1)Nc1cccnc1NC2=NC(C)(C)C (stereo not given)
→ -2 | -33 | -131 | -36 | -46 | -7 | -3 | -46
> Cc1ccc(NC(=O)COC(=O)C2CC(=O)N(c3cccc(C)c3C)C2)cc1 (stereo not given)
→ 0 | 3 | 13 | 0 | 7 | -7 | 0 | 15
> Cc1noc(-c2csc(C(=O)NCc3ccc(F)cc3)n2)n1
→ 1 | -3 | 20 | 0 | -12 | 0 | -2 | 3
> O=c1c(S(=O)(=O)N2CCCC2)cccn1Cc1noc(-c2ccccc2Cl)n1
→ -16 | -18 | -68 | -21 | -22 | -8 | -14 | -39
> CC(C)CNC(=O)C1Cn2ccnc2C2(CCN(C(=O)Nc3ccccc3Cl)CC2)O1 (stereo not given)
→ 2 | -7 | -5 | -2 | -4 | 1 | 3 | 0
> Cc1ccc(CNc2nc3ccccc3n2CCN(C)C)o1
→ -6 | -3 | -146 | -30 | -23 | -6 | -3 | -28
> O=c1[nH]c(-c2cccnc2)nc2c1CN(Cc1ccncc1)CC2
→ -4 | 0 | -15 | -4 | -10 | -2 | 0 | -6
> Cc1ccc2nc(CCC(=O)NCc3ccc(F)cc3F)n(C)c(=O)c2c1
→ 0 | 0 | 6 | 11 | -2 | -2 | -74 | -1
> COc1cccc(N(C(=O)Cc2ccccc2OC)c2nc3ccccc3s2)c1
→ 6 | 9 | -1 | -4 | 9 | 1 | 8 | 6
> Cc1nc2cc(NC(=O)c3ccc(N4CCOCC4)nn3)ccc2s1
→ 0 | 5 | -60 | -15 | -8 | 0 | 5 | 12
> CCn1c(=O)c2sccc2n2c(CCC(=O)NCCC3=CCCCC3)nnc12
→ -2 | 5 | -2 | -3 | -6 | -3 | 0 | -6
> CCCc1oc2cc(O)ccc2c(=O)c1Oc1ccccc1
→ 4 | 14 | 9 | 19 | 9 | 8 | 3 | 22
> CC1(C)CC(NC(=O)c2nc(-c3ccc(F)cc3)no2)CC(C)(C)N1
→ 0 | 24 | 34* | 16 | 11 | 1 | 2 | 6
> Cc1ccc(CNC(=O)c2ccc3ncnc(N4CCOCC4)c3c2)cc1
→ 1 | -10 | -25 | -20 | -11 | -2 | 0 | -10
> CCOc1ccc2nc(-n3nc(C)c4c3NC(=O)CC4c3cc(C)sc3C)sc2c1 (stereo not given)
→ -1 | 4 | 36* | 2 | -3 | 4 | -12 | 3
> Cc1cc(C)c2c(C)c(C(=O)NCc3csc(C)n3)oc2c1
→ 0 | 0 | -3 | 0 | -10 | 0 | 1 | 2
> COc1ccccc1CC(=O)N1CCC(c2onc3c2CCCC3)CC1
→ -2 | 4 | -2 | 0 | -5 | 2 | -1 | 0
> c1ccc(CCN2CCn3c(nc4ccccc43)C2)cc1
→ -2 | -96 | i | -156 | -178 | -6 | -1 | -226
> CC(C)N1CN=C2NC(c3ccc(N(C)C)cc3)n3c(nc4ccccc43)N2C1 (stereo not given)
→ -2 | 1 | 20 | 1 | 3 | 1 | 1 | -3
> CCOC(=O)C1CCCN(C(=O)c2ccc(CNS(=O)(=O)c3ccc(C)cc3)cc2)C1 (stereo not given)
→ -2 | -6 | -10 | -10 | -8 | 1 | 0 | -2
> CN(C)CCNC(=O)c1ccn(-c2ccc3ccccn23)n1
→ -44 | -16 | i | -192 | -186 | -5 | -40 | -219
> COc1cccc(C(=O)N2c3ncnn3C3(CCCCC3)[C@@H]3CCCC[C@@H]32)c1
→ -2 | -10 | 4 | -8 | -2 | -1 | -6 | -3
> Cc1cc(NC(=O)CN2[C@H](Cc3ccccc3)C[C@]3(C)NC(=O)CCC[C@H]23)nn1C
→ 4 | 1 | 5 | 4 | 7 | -6 | 9 | 1
> CCCOc1ccc(C(=O)OCC(=O)N2c3ccccc3NC(=O)C2(C)C)cc1OCC
→ -5 | -204 | -78 | -101 | -64 | -8 | 2 | -64
> COc1ccccc1C(=O)NCc1csc(-c2ccccc2)n1
→ -2 | 0 | 17 | -1 | 0 | 2 | -11 | 9
> Cc1cc(C)c(-c2nnc(NC(=O)c3ccc(-c4ccccc4)cc3)s2)c(C)c1
→ -3 | 3 | 1 | 4 | -4 | 6 | -1 | -6
> Cc1cccc(C(=O)N(CCO)Cc2cc3c(C)ccc(C)c3[nH]c2=O)c1
→ 1 | -17 | 14 | -4 | 5 | -2 | 0 | 3
> CCCNC(=O)C1CCN(c2nc3ccc(-c4cncnc4)nc3s2)CC1
→ -3 | -3 | -18 | -11 | -2 | -3 | 3 | -17
